# Screening data from PubChem.
# NSD2 inh: blocks human histone methyltransferase NSD2 | O96028 | NSD2 peptide methylation, AlphaScreen, 120 min | inhibition, % at 12.5 µM | actives 0.54% (n = 310,000) | AID 743445; in the data active = inhibition above about 50%
# Rtt109 HAT inh: C. albicans Rtt109 histone acetyltransferase inhibition | purified Rtt109/Vps75, ThioGlo CoA-SH fluorescence, 4 h | inhibition, % at 34.9 µM | AID 540336 | actives 0.16% (n = 330,000);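 active = inhibition of at least 50% in every replicate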
# Keap1 Nrf2 FP: disrupts human Keap1 binding to Nrf2 peptide. Q14145. Keap1 Kelch-Nrf2 peptide fluorescence polarization, 1536-well. inhibition, % at 9.4 µM. actives 0.15% (n = 340,000). AID 504523; in the data active = inhibition above about 12%;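 also: human Keap1 Kelch domain with fluorescein labeled Nrf2 9mer peptide probe; 0% = neutral control wells and 100% = peptide positive control; higher means more block of Keap1 binding to Nrf2 peptide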
# Target sequence (Q14145 whole entry, looked up, the tested form may be a part): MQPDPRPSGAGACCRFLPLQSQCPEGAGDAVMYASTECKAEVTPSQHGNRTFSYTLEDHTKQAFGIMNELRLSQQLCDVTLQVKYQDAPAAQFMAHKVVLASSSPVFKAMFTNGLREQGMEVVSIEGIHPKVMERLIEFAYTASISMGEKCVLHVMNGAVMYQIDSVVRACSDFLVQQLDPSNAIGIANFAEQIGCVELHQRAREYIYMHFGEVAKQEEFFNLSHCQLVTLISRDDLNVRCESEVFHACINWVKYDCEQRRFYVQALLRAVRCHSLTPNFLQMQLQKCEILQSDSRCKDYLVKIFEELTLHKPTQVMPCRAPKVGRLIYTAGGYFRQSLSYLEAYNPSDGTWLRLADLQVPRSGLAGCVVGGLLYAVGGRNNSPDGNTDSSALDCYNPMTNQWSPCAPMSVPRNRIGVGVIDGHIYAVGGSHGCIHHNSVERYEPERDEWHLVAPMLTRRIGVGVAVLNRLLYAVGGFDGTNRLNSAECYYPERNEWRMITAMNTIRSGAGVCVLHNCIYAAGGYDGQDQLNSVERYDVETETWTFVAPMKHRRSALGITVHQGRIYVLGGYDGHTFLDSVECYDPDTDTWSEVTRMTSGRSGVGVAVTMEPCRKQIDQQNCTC
# Mot1-301 SUMO: blocks SUMOylation pathway, rescuing yeast Mot1-301 growth | S. cerevisiae Mot1-301 growth rescue, ATP luminescence, 38.5C; percent above DMSO median, 100 means doubled | growth rescue, % at 18.8 µM | actives 1% (n = 320,000) | AID 2716;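 active = every valid replicate shows activation above 250% relative to neutral control wells; inactive = the rest, any valid replicate at or below 250%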;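 also: OY570 slx delta 5 strain wells were the positive control but not used for scaling; some compounds called inactive have numbers as strong as hits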
# dFosB activator: enhances mouse delta FosB homodimer DNA binding; P13346; purified delta FosB, TAMRA-CDK5 oligo fluorescence polarization; percent of positive-control signal above neutral wells; activation, % at 25 µM; actives 0.99% (n = 340,000); AID 493131;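 active = mean activation above about 17%, with every replicate also reaching it, limit read from the data, passing the limit was not always enough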;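 also: fluorescence polarization rise as delta FosB binds a TAMRA Cdk5 AP-1 oligo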
# Target sequence (P13346 whole entry, looked up): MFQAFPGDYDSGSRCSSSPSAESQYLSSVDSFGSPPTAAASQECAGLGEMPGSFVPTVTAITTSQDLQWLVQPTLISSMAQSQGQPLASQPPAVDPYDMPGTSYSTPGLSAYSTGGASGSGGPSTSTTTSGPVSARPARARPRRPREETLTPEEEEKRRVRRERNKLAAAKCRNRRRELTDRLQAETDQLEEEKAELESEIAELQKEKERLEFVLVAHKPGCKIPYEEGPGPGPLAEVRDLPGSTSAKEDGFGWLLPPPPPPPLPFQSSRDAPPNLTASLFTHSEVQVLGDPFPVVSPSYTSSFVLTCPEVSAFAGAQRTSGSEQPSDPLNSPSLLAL
# PvdQ inh: P. aeruginosa PvdQ acylase inhibition; actives 0.063% (n = 340,000); inhibition, % at 10 µM; purified PvdQ acylase, fluorescence plate reader; in the data active = inhibition above about 30%, passing the limit was not always enough;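 also: 0% = vehicle neutral wells and 100% = reference inhibitor wells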
# C-LANA FP: inhibitors of KSHV LANA C-terminal domain DNA binding; AID 504423; actives 0.078% (n = 340,000); MBP-C-LANA/FAM-LBS DNA binding, fluorescence polarization; inhibition, % at 9 µM;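 active = highest replicate inhibition at or above 60% at 9 µM, even if other replicates fall short; inactive = all replicates below 60% inhibition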;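 also: 0% = neutral control wells and 100% = 4 µM acridine orange control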
# CDK5 p35 inh: blocks human CDK5/p35 kinase activity | Q00535+Q15078 | Recombinant CDK5/p35, ADP-Glo luminescence, 60 min | inhibition, % at 10 µM | actives 0.01% (n = 330,000) | AID 488839;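 active = highest replicate inhibition of at least 50% and at least 75% of replicates reaching 50%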;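 also: plate controls were DMSO neutral control for no effect and GW8510 at 10 µM for full effect; many of its hits are not listed in these tables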
# PfHsp90 set2: inhibits growth of yeast expressing Plasmodium falciparum Hsp90 | inhibition, % at 9.4 µM | actives 0.32% (n = 310,000) | S. cerevisiae expressing PfHsp90, BacTiter-Glo ATP, 48 h; yeast lacking PDR1 and PDR3 efflux regulators | AID 504621;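 active = every replicate shows inhibition above about 80%, whatever the replicate mean, limit read from the data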;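 also: 0% = DMSO neutral controls and 100% = 20 µM radicicol positive controls; yeast relying on Plasmodium falciparum Hsp90 in place of its own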
# cardiac RTF act: increases calcium sensitivity of human cardiac regulated thin filaments; P19429+P45379; IANBD-labeled TnC RTF fluorescence at EC20 calcium; 0% EC20 calcium, 100% full calcium; activation, % at 7.2 µM; actives 0.24% (n = 340,000);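 active = activation above the mean over all tested compounds plus 3 SD, cut at about 30% in these data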;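 also: rise in fluorescence read as greater calcium sensitivity of cardiac thin filaments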
# Cardiac RTF inh: cardiac RTF calcium desensitization; P19429+P45379; IANBD-labeled cardiac RTF, Ca2+ fluorescence; inhibition, % at 7.15 µM; actives 0.12% (n = 340,000); AID 493244;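 active = inhibition above the mean inhibition of all tested compounds plus 3 SD, cut at about 17% in these data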;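 also: assay run at fixed EC70 calcium of 1.6 mM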
# * = called active by the depositor; . = no result given.
SMILES,NSD2 inh,Rtt109 HAT inh,Keap1 Nrf2 FP,Mot1-301 SUMO,dFosB activator,PvdQ inh,C-LANA FP,CDK5 p35 inh,PfHsp90 set2,cardiac RTF act,Cardiac RTF inh
O=C(CSc1nnc(Cc2cccs2)n1C1CCCCC1)N1CCCc2ccccc21,-36.8,8.0,-0.6,-3.4,-10.5,-7.1,0.4,-1.6,-4.1,-1.9,4.9
COC(=O)c1cc(S(=O)(=O)N2CCN(c3ccccc3F)CC2)c[nH]1,1.5,-2.6,1.5,-4.0,-7.9,-5.0,-1.2,-0.4,-1.9,-7.5,-8.9
O=c1oc(CCO)cc2ccc(-c3ccc4[nH]ccc4c3)cc12,.,-3.1,-2.7,-7.6,-3.1,-8.8,1.1,-0.1,1.5,-3.2,-4.3
Cc1c(-c2ccccc2)cn2c1-c1ccc(C)n1CC2,0.1,.,-2.5,14.4,-1.1,3.6,1.0,-0.2,-27.4,6.7,-13.7
Cc1ccc(CNC(=O)Nc2ccc3c(c2)N(C)C(=O)CS3)cc1,1.9,-11.8,-17.4,-6.5,1.8,0.0,1.6,-1.1,-12.3,-0.4,-7.0
CC1(C)CC(=O)c2cnc(N3CCN(c4ccccc4)CC3)nc2C1,0.7,9.1,2.0,-5.2,-6.8,15.3,-0.9,-1.6,-15.4,0.8,-6.1
CCN1CNC(=S)N(c2ccccc2OC)C1,-2.5,4.9,-1.2,-14.2,-5.1,-0.5,-0.4,-0.5,12.8,-2.2,-0.1
CCOC(=O)c1c(NC(=O)CN2CCN(c3cccc(Cl)c3)CC2)sc(C)c1C,-8.1,28.7,-6.0,.,-2.9,3.6,4.4,-2.1,1.4,0.1,-1.2
Cc1cc(F)ccc1S(=O)(=O)N1CCCOC1CNC(=O)C(=O)NC1CCCC1 (centres undefined),-1.7,-4.3,7.2,-3.6,-6.0,-8.9,-3.3,-1.6,.,-2.8,-7.5
O=C(CN1C(=O)C2CC=CCC2C1=O)Nc1ccccc1N1CCCC1 (centres undefined),3.2,-1.2,1.1,5.0,-10.4,-10.0,0.4,-4.2,.,-4.1,-14.3
CCOc1ccc(N2C(=O)CSC23CCCCC3)cc1,14.6,.,-2.1,-4.0,0.7,-9.2,0.4,-2.1,2.0,-6.9,-0.7
CC(C)(C)S(=O)c1cccs1 (centres undefined),-2.0,3.6,-5.0,3.6,-0.1,-8.0,0.6,-0.4,-17.4,1.1,-2.1
O=C(O)COc1ccccc1/C=N/NC(=O)CSc1nc2ccccc2n1Cc1ccccc1Cl,4.9,23.7,-2.9,-12.5,-4.7,-4.8,0.5,0.8,-10.8,5.1,-11.3
CCCOC(=O)c1ccc(NC(=O)CN(C)Cc2cccs2)cc1,.,-0.1,-3.9,18.4,-5.2,-13.5,-2.1,1.9,15.6,-6.4,-12.8
COc1cccc(C(CNC(=O)C2CCN(C(=O)Nc3ccccc3)CC2)N(C)C)c1 (centres undefined),1.4,2.7,-4.8,.,-5.9,-11.7,-0.4,1.1,0.0,-6.8,-7.2

# Some of these compounds in order of their number in CDK5 p35 inh, smallest number first.
Molecule | NSD2 inh | Rtt109 HAT inh | Keap1 Nrf2 FP | Mot1-301 SUMO | dFosB activator | PvdQ inh | C-LANA FP | CDK5 p35 inh | PfHsp90 set2 | cardiac RTF act
CCOC(=O)c1c(NC(=O)CN2CCN(c3cccc(Cl)c3)CC2)sc(C)c1C | -8.1 | 28.7 | -6.0 | . | -2.9 | 3.6 | 4.4 | -2.1 | 1.4 | 0.1
Cc1c(-c2ccccc2)cn2c1-c1ccc(C)n1CC2 | 0.1 | . | -2.5 | 14.4 | -1.1 | 3.6 | 1.0 | -0.2 | -27.4 | 6.7
O=C(O)COc1ccccc1/C=N/NC(=O)CSc1nc2ccccc2n1Cc1ccccc1Cl | 4.9 | 23.7 | -2.9 | -12.5 | -4.7 | -4.8 | 0.5 | 0.8 | -10.8 | 5.1

# The results go on.
SMILES,NSD2 inh,Rtt109 HAT inh,Keap1 Nrf2 FP,Mot1-301 SUMO,dFosB activator,PvdQ inh,C-LANA FP,CDK5 p35 inh,PfHsp90 set2,cardiac RTF act,Cardiac RTF inh
CCCc1cc(=O)oc2c(C)c(OC(C)C(=O)NCC(O)c3ccccc3)ccc12 (centres undefined),-2.8,3.4,-0.2,168.4,-20.2,-7.4,0.5,1.8,4.8,6.3,-11.6
CC(=O)Nc1ccc(NC(=O)CSc2nc(=O)n(Cc3cccnc3)c3c2CCC3)cc1,1.2,-3.2,-5.1,.,4.1,-6.3,-4.3,-1.1,0.2,0.1,-2.1
Cc1onc(-c2ccccc2)c1C(=O)n1nnc2ccccc21,-0.7,-6.2,-37.2,-7.7,-2.6,-16.5,0.6,1.9,.,7.1,1.2
CC(OC(=O)c1cc(=O)[nH]c2ccccc12)C(=O)NC1CCCC1 (centres undefined),2.6,-2.7,1.6,2.2,-0.9,7.6,0.9,1.6,30.1,1.8,-2.1
O=C1COc2ccc(S(=O)(=O)N3CCCCC3)cc2N1,-0.6,-2.2,-8.4,.,-2.4,-13.6,1.2,0.7,-2.2,-3.4,-1.9
C=C1CCC2C(C)(C)[C@H](O)CC[C@@]2(C)[C@@H]1COc1cc(=O)oc2ccccc12 (some centres undefined),.,-0.5,-7.5,-5.2,5.9,-15.3,1.7,0.8,9.6,-2.0,7.1
COc1ccc(C(=O)C(OC(=O)c2ccccc2)c2ccccc2)cc1 (centres undefined),0.4,11.1,-7.4,-12.7,1.8,-19.0,2.7,-3.2,10.1,-0.8,6.7
Brc1cc2c(cc1/C=N/Nc1nc3ccccc3s1)OCO2,6.7,7.4,1.7,-8.9,-0.8,-14.6,-0.2,-0.2,-10.0,4.0,-12.5
COc1ccc(NC(=O)CSc2nnc(N)s2)cc1,-0.4,0.7,-0.7,-1.7,10.2,1.7,1.4,-1.0,-3.3,-1.5,-0.4
CCCC1=Nc2cc(C(=O)N3CCCC3)ccc2Sc2ccc(C)cc21,5.9,-8.4,0.6,1.1,-12.8,9.2,-1.0,1.2,4.1,-5.6,-4.2
CC(Oc1ccc(C(=O)c2ccccc2)cc1)C(=O)N1CCOCC1 (centres undefined),-2.2,-5.3,1.5,22.9,-0.6,-8.1,-0.3,-1.4,1.0,2.4,-1.5
CCn1c(CN2CCOCC2)nnc1SCC(=O)Nc1ccc(C)cc1,.,-0.9,-1.4,309.4,1.4,-3.8,-1.3,1.1,6.9,-2.7,-1.2
N#CCSc1ccccc1NC(=O)COC(=O)CCN1C(=O)C2CC=CCC2C1=O (centres undefined),-1.4,23.6,-2.0,-0.1,-6.3,9.9,-0.8,-1.1,0.2,-1.2,-9.0
CCOc1ccc(C(=O)NCC(=O)Nc2ccc(N3CCOCC3)cc2)cc1OCC,7.0,-2.4,0.7,.,-3.8,-1.4,1.6,-1.1,19.7,-1.3,-3.9
Cc1c(C(=O)N2CCCC2)oc2c1-c1nn(CC(=O)NCCCOC(C)C)cc1CC2,138.4*,14.3,0.0,-27.0,2.0,3.9,-1.3,.,0.5,-6.3,0.7
Cc1nc(-c2ccccc2)nc2[nH]c(C(C)C)cc(=O)c12,0.6,4.5,-2.1,-4.5,-28.7,0.7,0.2,-0.6,3.8,1.7,-4.9
COC(=O)[C@H]1C[C@H]1[C@@H](NC(=O)c1ccc[nH]1)c1ccccc1,.,2.6,-3.2,50.1,-8.7,9.0,2.4,-0.8,7.5,6.1,-5.5
Cc1ccc(CNC(=O)Cn2cncn2)cc1,-0.7,0.5,3.9,-1.3,6.0,-4.6,-1.4,1.4,-12.0,2.8,-6.2
O=C1[C@H](c2ccccc2)[C@@H](c2ccccc2)N1c1ccncc1,.,3.1,-6.8,.,-7.7,-3.4,-1.6,3.0,-8.5,-3.1,-3.6
CCSCc1nnc(SCC(=O)Nc2cccc(SC)c2)n1C,3.8,6.2,-4.4,114.8,-3.2,-12.5,-2.3,1.6,4.5,2.2,11.7
CCOCCCNC(=O)C1(O)c2ccccc2NC(=O)N1c1ccc(C)c(C)c1 (centres undefined),-9.0,6.3,1.3,-12.8,0.9,-21.3,0.3,1.7,-9.6,-1.8,-11.6
COc1ccccc1CNC(=O)COC(=O)C1CC1,-4.7,6.9,5.8,-20.4,-5.1,0.6,1.9,-0.6,-10.4,-6.5,-6.2
Cc1cc(NC(=O)CN2C(=O)NC3(CCC(C)CC3)C2=O)no1 (centres undefined),-1.5,3.3,1.9,0.9,-2.2,1.5,1.1,0.7,-8.8,-3.2,-12.0
Nc1nccc(/C=C/c2c(F)cccc2Cl)n1,-0.9,6.7,2.0,10.0,-18.6,-10.5,-0.1,0.0,2.2,1.0,-14.9
COc1ccc(C(=O)Cc2nnc(C)s2)c(OC)c1,26.5,7.9,-2.2,-9.3,-3.6,-6.3,-1.2,.,15.7,-3.9,-8.8
O=C(CN1C(=O)C2C3CCC(C3)C2C1=O)OCC(=O)c1ccccc1 (centres undefined),-0.2,-4.7,-2.7,15.3,-2.8,-3.9,1.1,1.2,1.9,0.7,5.8
Nc1c(C(=O)Nc2ccc3c(c2)OCCO3)nnn1Cc1ccc(F)cc1,-2.8,1.0,-2.2,273.4,0.2,-9.4,0.9,-0.5,5.8,1.4,6.6
O=C(CS(=O)(=O)c1cn(CC(=O)N2CCCC2)c2ccccc12)Nc1ccccc1,-1.0,1.3,-1.3,-1.7,4.8,-6.2,0.3,0.2,-0.4,1.1,-2.3
O=C(N1CCCC1)C12CC3CC(C1)CC(C(=O)N1CCCC1)(C3)C2,-1.2,-4.6,-5.3,-7.5,1.3,-6.6,1.0,-5.2,-13.4,1.9,-27.8
Cc1ccc(CNC(=O)Cn2cnc(S(=O)(=O)N3CCCCC3)c2)o1,0.4,-6.3,2.4,-3.5,-3.0,-12.8,-1.2,-1.9,-6.9,3.4,-1.9
S=c1[nH]nc(CSc2nc3ccccc3s2)n1Cc1ccccc1,5.4,2.5,1.8,-13.7,-2.0,5.6,1.2,.,0.4,-3.3,13.0
COc1ccc(C2c3ccsc3CCN2C(C)=O)cc1 (centres undefined),5.8,-14.3,2.3,-4.7,-5.4,-4.2,0.1,0.1,-16.9,4.1,-3.8
O=C(CCNC(=O)c1ccccc1Cl)NCC1CCCO1 (centres undefined),-2.6,-21.5,0.4,-2.1,-2.9,-13.0,2.0,-2.5,-14.1,-3.5,-8.0
Cc1c(/C(O)=C2/C(=O)C(=O)N(CCN3CCOCC3)C2c2ccccn2)cnn1-c1ccccc1 (centres undefined),-5.6,-1.1,-2.3,-5.4,-16.3,-9.7,0.4,-1.1,-2.4,.,.
CCOc1ccc(C(=O)Cn2cnnc2C#N)cc1,4.3,-3.9,-0.8,4.2,-8.8,0.8,-0.8,0.4,12.4,-1.3,-0.7
COc1cc(/C=C2\C(C)=C(C#N)c3nc(N)c(C#N)c(C)c32)ccc1OCC(=O)O,.,4.7,-3.0,-15.4,-24.5,-10.1,0.6,-2.7,-10.6,-0.9,-3.8
